Screening results: PubChem, several laboratories
MT1-MMP act inh: inhibitors of human MT1-MMP activation. HT1080 RFP-PRO-GFP cells, GFP/RFP ratio fluorescence, overnight; percent of plate control window, DMSO zero. AID 651647. P50281. actives 0.061% (n = 360,000). GFP/RFP ratio change, % at 20 µM;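 active = GFP/RFP ratio change of at least 30% with cell ATP level not reduced by more than half and red fluorescence within 50% of control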; note: strong numbers were not always called active
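Assay system: HT1080 RFP-PRO-GFP cells | Dosing: 20 µM single dose, 1% DMSO | Incubation: Cells overnight before dosing, compound overnight, 37 °C, 5% CO2 | Evaluation: GFP/RFP fluorescence ratio | Control set: DMSO-only wells and HT1080 RFP-L50D-GFP cell wells as references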
MsrA inh: bovine MsrA inhibition; purified bovine MsrA, absorbance read-out; inhibition, % at 15.5 µM; actives 0.75% (n = 360,000); in the data active = inhibition above about 4.5%;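 note: 0% = vehicle wells with enzyme and 100% = reference inhibitor wells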
PABP1 MLLE inh: inhibitors of microRNA-mediated deadenylation, human PABP1 MLLE binding; actives 0.36% (n = 360,000); inhibition, % at 20 µM; GST-MLLE / FITC-PAM2 fluorescence polarization; in the data active = inhibition above about 35%, passing the limit was not always enough;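 note: plate controls were DMSO wells with GST-MLLE for no effect and wells lacking GST-MLLE protein for full effect; some results filed as inactive read as strong as hits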
CSN deneddyl inh: inhibitors of human CSN-mediated cullin deneddylation; Purified CSN, SCF-Nedd8-OG deneddylation, fluorescence polarization; inhibition, % at 12.5 µM; actives 0.38% (n = 360,000);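 active = pattern-corrected inhibition above about 35%, with an unprinted fluorescence ratio check between 0.5 and 1.5, limit read from the data, passing the limit was not always enough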;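 note: 0% = enzyme with substrate and 100% = substrate without enzyme; some results filed as inactive read as strong as hits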
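Assay system: Purified human Csn5 enzyme expressed in HEK293T cells | Amount: Enzyme 0.24 nM | Measured by: Fluorescence polarization readout | Medium: Tris/NaCl/DTT buffer, pH 7.5 | Compound dosing: One concentration, 12.5 µM, 0.25% DMSO | Times: 90 min incubation of compound, enzyme and substrate at room temperature | Control set: no-enzyme wells high, enzyme-with-substrate wells low | Read-out: % inhibition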
Rin1 Abl inh: human Rin1-Abl interaction inhibition | actives 0.4% (n = 360,000) | TR-FRET Rin1/Abl binding, biochemical | inhibition, % at 7.35 µM | AID 588664; in the data active = inhibition above about 5%, passing the limit was not always enough
FAS TE block: inhibitors of human fatty acid synthase thioesterase domain. P49327. recombinant FAS-TE, OMFH fluorogenic substrate, fluorescence endpoint. actives 0.67% (n = 360,000). inhibition, % at 15 µM;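 active = compounds whose normalised, plate-corrected inhibition of enzyme fluorescence in the single-dose primary screen is 50% or more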;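 note: 0% = DMSO with enzyme and 100% = substrate without enzyme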
E coli Lon inh: inhibitors of E. coli Lon protease. actives 0.42% (n = 360,000). AID 602123. purified E. coli Lon protease, fluorescence polarization. P0A9M0. inhibition, % at 7.94 µM; in the data active = inhibition above about 13%, passing the limit was not always enough;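 note: 0% = enzyme with probe and DMSO and 100% = no enzyme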
Target sequence (P0A9M0 whole entry, looked up): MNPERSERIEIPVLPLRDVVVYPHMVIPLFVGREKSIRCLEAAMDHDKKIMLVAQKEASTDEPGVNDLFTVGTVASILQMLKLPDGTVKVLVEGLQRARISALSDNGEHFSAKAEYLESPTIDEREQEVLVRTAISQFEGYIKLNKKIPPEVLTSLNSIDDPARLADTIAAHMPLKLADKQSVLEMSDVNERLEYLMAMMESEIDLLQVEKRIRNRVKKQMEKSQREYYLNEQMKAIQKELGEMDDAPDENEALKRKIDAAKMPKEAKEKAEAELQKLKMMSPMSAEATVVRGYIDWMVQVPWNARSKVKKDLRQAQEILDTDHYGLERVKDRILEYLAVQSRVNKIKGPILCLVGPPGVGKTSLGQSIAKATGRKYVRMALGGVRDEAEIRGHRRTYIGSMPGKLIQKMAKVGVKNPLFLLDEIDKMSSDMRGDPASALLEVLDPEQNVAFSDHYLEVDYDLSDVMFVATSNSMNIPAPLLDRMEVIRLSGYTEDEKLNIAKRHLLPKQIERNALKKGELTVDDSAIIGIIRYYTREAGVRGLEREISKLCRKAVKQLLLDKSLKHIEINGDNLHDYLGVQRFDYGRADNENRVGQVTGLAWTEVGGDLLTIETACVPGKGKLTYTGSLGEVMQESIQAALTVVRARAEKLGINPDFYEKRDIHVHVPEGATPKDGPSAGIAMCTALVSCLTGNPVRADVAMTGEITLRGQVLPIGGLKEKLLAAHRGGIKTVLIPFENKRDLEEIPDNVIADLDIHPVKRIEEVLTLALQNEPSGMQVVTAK
bovine MsrA act: bovine methionine sulfoxide reductase A activation; actives 0.3% (n = 360,000); purified bovine MsrA, absorbance read-out; activation, % at 10.6 µM; in the data active = activation above about 7.5%;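 note: 0% = vehicle and 100% = reference activator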
Rpn11 inh: Rpn11 (human) deubiquitinase inhibition; actives 0.59% (n = 360,000); calls only at 20 µM; O00487; human 26S proteasome, Ub4-pepOG fluorescence polarization; 20S core pre-blocked with epoxomicin;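 active = inhibition at 20 µM, scaled to each plate's controls, above about 33%, limit read from the data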
Target sequence (O00487 whole entry, looked up): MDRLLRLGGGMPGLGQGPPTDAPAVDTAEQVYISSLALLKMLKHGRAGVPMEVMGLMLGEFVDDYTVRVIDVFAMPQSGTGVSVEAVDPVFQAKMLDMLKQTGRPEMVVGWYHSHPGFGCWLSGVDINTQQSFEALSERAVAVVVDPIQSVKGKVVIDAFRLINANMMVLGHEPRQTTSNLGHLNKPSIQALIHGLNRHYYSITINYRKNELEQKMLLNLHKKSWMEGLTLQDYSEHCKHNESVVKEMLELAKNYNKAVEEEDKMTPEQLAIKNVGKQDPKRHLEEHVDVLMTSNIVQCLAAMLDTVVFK
An asterisk follows results filed as active; i = inactive; . = no result given; + = active, no number. Compounds were not picked by outcome; about 3.7% have a hit in one of these screens.

Second line of a record – MT1-MMP act inh, MsrA inh, PABP1 MLLE inh, CSN deneddyl inh, Rin1 Abl inh, FAS TE block, E coli Lon inh, bovine MsrA act, Rpn11 inh
- Cc1cc2oc(=O)c(CC(=O)O)c(C)c2c2occ(C(C)(C)C)c12
→ -2, -0.2, -6, -3, -3, 0, -4, -3, i
- CCOC(=O)C1=CCN(S(=O)(=O)c2ccccc2C)C1c1ccc(Cl)c(Cl)c1 (stereo not given)
→ 4, 0.3, 9, -1, 8, 17, -3, -1, i
- COCCCNC(=S)N(CCCN(C)C)Cc1cc2cc3c(cc2[nH]c1=O)OCCO3
→ -2, 1.7, -74, -1, 0, -4, -12, -5, i
- O=C(CNC(=O)C1CCCCC1)NC1=NCCS1
→ 1, 0.4, 40*, -1, 0, -9, -5, -4, i
- O=C(CN(Cc1ccccc1C(F)(F)F)C(=O)CNC(=O)c1ccco1)NC1CCCC1
→ -4, -1.3, 7, -2, 4, 3, 0, -1, i
- O=C(COC(=O)C1CCCCC1)Nc1ccc(N2CCCCC2)cc1
→ 3, -1.4, 1, -2, 1, -2, -10, -7, i
- CCN(CC)S(=O)(=O)c1ccc(/C=C/C(=O)OCC(=O)N(C)C)cc1
→ ., 0.3, 9, -6, -1, -6, 6, -12, i
- Cc1ccc(C(=O)NCCn2c(N)c(C#N)c3nc4ccccc4nc32)cc1
→ 1, 0.4, -12, 11, -2, -8, -17, -4, i
- Cc1ccc(C(=O)CC(=O)c2ccccc2C)c(O)c1
→ -1, 1.5, 8, 1, 0, 7, 3, -1, i
- COC(=O)c1ccc(C(=O)NN)cc1
→ 2, 2.9, 6, 0, 2, -2, 2, -13, i
- N#Cc1ccc(CN2CCN(CC(=O)Nc3ccccc3C(=O)NC3CC3)CC2)cc1
→ 2, -0.1, 4, 0, 4, -2, 0, -3, i
- CC(=O)Nc1ccc2nc(NC(=O)COc3ccccc3Cl)sc2c1
→ 7, 0.5, -4, -1, 2, 4, 1, 1, i
- C=CCNC(=O)C1CCC(C(=O)NCC=C)CC1 (stereo not given)
→ 2, -0.2, -1, 4, -1, -6, 10, -3, i
- CCN1/C(=C2/SC(=S)NC2=O)Sc2ccccc21
→ -2, 0.0, -72, 7, -2, -9, -13, -8, i
- Clc1ccc(Cn2ccc(C3CC3)n2)cc1
→ -3, -0.1, -5, -5, 0, 1, -1, -3, i
- CN1CCN(CCC(=O)Nc2ccccc2)CC1
→ 0, -1.1, 3, -1, -1, -7, 3, -3, i
- COc1cccc(N2C(=O)CC(N3CCN(S(=O)(=O)c4ccccc4)CC3)C2=O)c1 (stereo not given)
→ 1, 2.0, 2, 2, -2, -6, 0, 0, i
- COc1ccc(CCNC(=O)CSc2nnc(Cn3c(=O)sc4ccccc43)n2C)cc1OC
→ 0, ., -4, 2, 1, -8, -4, -2, i
- COc1ccc(C(=O)N2CCCC(C(N)=O)C2)cc1S(=O)(=O)N1CCOCC1 (stereo not given)
→ -1, -0.1, -2, 4, 2, -2, -11, 0, i
- OCc1ccc2c(c1)c(-c1ccc3c(c1)OCCO3)c(-c1ccccc1)n2-c1ccccc1
→ -5, 1.2, 10, 2, 2, 20, 0, -4, i
- CC(=O)Nc1ccc(-n2nnnc2SCC(=O)N2CCN(C(=O)c3ccco3)CC2)cc1
→ 1, -0.4, 6, 4, 1, -10, -1, -5, i
- COc1ccc(/C=C(/NC(=O)c2cccs2)C(=O)Nc2ccc(C)cc2)cc1OC
→ 1, 0.3, 15, 0, 0, -18, -5, -8, i
- COC(=O)/C=C1\SC(=Nc2ccc(Cl)c(Cl)c2)NC1=O
→ -1, -0.5, 10, 1, 3, 1, -3, -4, i
- O=C(COc1ccc(Cl)cc1[N+](=O)[O-])NC1CCCCC1
→ 0, -0.2, -2, 0, -1, 6, 2, -4, i
- CCCn1c(SCC(=O)N2CCOCC2)nnc1-c1ccncc1
→ 0, 1.5, 16, 2, -1, -5, -13, 2, i
- S=c1c2c(nc3nc[nH]n13)CCC2
→ -1, 0.8, -126, 2, 1, -4, 10, -6, i
- Cc1nc(-c2ccc(F)cc2)c(CC(=O)N2CCN(S(=O)(=O)c3ccccc3Br)CC2)s1
→ -1, 1.0, 5, 4, 0, 8, 2, 0, i
- COc1ccc(/C=C2/Sc3ccc(C(=O)NCCN4CCCCCC4)cc3NC2=O)cc1
→ 6, -0.4, -8, 10, -7, -6, -29, -7, +
- CCCCNC(=O)C1CC(=O)N(CCC(C)C)C1 (stereo not given)
→ 10, -0.6, -4, -3, 2, 0, -1, -1, i
- CCOC(=O)CNC(=O)Cn1cnc2c(oc3ccccc32)c1=O
→ -1, 0.2, -11, 0, -1, -7, 5, -2, i

Single entries from the entries so far:
Value for `COC(=O)c1ccc(C(=O)NN)cc1` in MT1-MMP act inh: 2
Value for `COc1cccc(N2C(=O)CC(N3CCN(S(=O)(=O)c4ccccc4)CC3)C2=O)c1` (stereo not given) in MT1-MMP act inh: 1
Value for `CCN(CC)S(=O)(=O)c1ccc(/C=C/C(=O)OCC(=O)N(C)C)cc1` in FAS TE block: -6
Value for `O=C(COc1ccc(Cl)cc1[N+](=O)[O-])NC1CCCCC1` in E coli Lon inh: 2
Value for `CCN1/C(=C2/SC(=S)NC2=O)Sc2ccccc21` in MT1-MMP act inh: -2
Value for `Cc1cc2oc(=O)c(CC(=O)O)c(C)c2c2occ(C(C)(C)C)c12` in bovine MsrA act: -3

One compound at a time, as listed above. Values in the order: MT1-MMP act inh	MsrA inh	PABP1 MLLE inh	CSN deneddyl inh	Rin1 Abl inh	FAS TE block	E coli Lon inh	bovine MsrA act	Rpn11 inh
`CN1CCN(CCC(=O)Nc2ccccc2)CC1` as listed: 0	-1.1	3	-1	-1	-7	3	-3	i
`COc1ccc(/C=C2/Sc3ccc(C(=O)NCCN4CCCCCC4)cc3NC2=O)cc1` as listed: 6	-0.4	-8	10	-7	-6	-29	-7	+
`CC(=O)Nc1ccc(-n2nnnc2SCC(=O)N2CCN(C(=O)c3ccco3)CC2)cc1` as listed: 1	-0.4	6	4	1	-10	-1	-5	i

Additional structures follow.
Structure,MT1-MMP act inh,MsrA inh,PABP1 MLLE inh,CSN deneddyl inh,Rin1 Abl inh,FAS TE block,E coli Lon inh,bovine MsrA act,Rpn11 inh
O=C(Nc1ccc(C(=O)O)cc1)/C(=C\c1ccc2c(c1)OCO2)NC(=O)c1ccco1,0,7.4*,-9,3,0,-5,1,-8,i
CCN(C(=O)C1CCN(S(=O)(=O)c2cccc3nonc23)CC1)c1ccccc1,-2,0.9,4,1,-1,3,-2,-5,i
Cc1cc(Cl)ccc1C(O)c1ncc(-c2ccc3ccccc3c2)[nH]1 (stereo not given),0,0.6,0,5,0,6,-7,-1,i
O=C(c1cc2nc(-c3ccco3)cc(C(F)(F)F)n2n1)N1CCCCCC1,-13,1.1,-20,3,-5,-2,-4,-8,i
CNC(=O)C1CCN(C(=O)c2ccc(-c3ccccc3)cc2)CC1,4,-0.6,0,-5,3,-7,2,1,i
CC(C)CC(=O)NC(=S)Nc1ccc(CN2CCOCC2)cc1,-3,-0.3,16,17,3,-6,-5,-3,i
O=C(NC(Cc1c[nH]c2ccccc12)C(=O)O)/C(=C\c1ccc2c(c1)OCO2)NC(=O)c1ccccc1 (stereo not given),-6,2.5,5,1,-2,-10,1,-10,i
CC1(C(=O)Nc2cccc(Oc3ccccc3)c2)CCN1Cc1cc2ccccc2o1 (stereo not given),-6,-0.2,18,3,-2,26,4,-2,i
CN1CCCCCC1=NC1=C(C#N)CCCC1,4,-0.4,-4,-1,-2,5,-15,-6,i
CCN(C#N)c1nc(N(C)C)nc(N(C)C)n1,-3,-1.1,1,-1,-1,-8,-9,-4,i
C/C(=N\NC(=S)NCc1ccccc1)c1ccccc1,0,0.6,11,2,1,14,4,-3,i
Cc1c(OC(C)C(=O)O)ccc2c3c(c(=O)oc12)CCCC3 (stereo not given),3,0.9,-12,-1,-2,-2,5,-2,i
O=C(/C=C/c1ccc([N+](=O)[O-])s1)N1CCCCC1,-4,1.5,-5,-4,1,-6,0,-1,i
COc1ccccc1NC(=O)CN1C(=O)NC2(CCCCCCC2)C1=O,4,1.4,-9,-2,3,-2,-5,-2,i
CCOCCCNC(=O)C(NC(=O)CNC(=O)c1ccccc1)c1ccccc1 (stereo not given),0,0.7,-2,-2,2,-8,4,-6,i

Quoted at random: two entries already listed.
Structure,MT1-MMP act inh,MsrA inh,PABP1 MLLE inh,CSN deneddyl inh,Rin1 Abl inh,FAS TE block,E coli Lon inh,bovine MsrA act,Rpn11 inh
CCN(C#N)c1nc(N(C)C)nc(N(C)C)n1,-3,-1.1,1,-1,-1,-8,-9,-4,i
CC(C)CC(=O)NC(=S)Nc1ccc(CN2CCOCC2)cc1,-3,-0.3,16,17,3,-6,-5,-3,i

The list goes on.
Structure,MT1-MMP act inh,MsrA inh,PABP1 MLLE inh,CSN deneddyl inh,Rin1 Abl inh,FAS TE block,E coli Lon inh,bovine MsrA act,Rpn11 inh
C/C(=N/NC(=O)CNC(=O)c1ccccn1)c1ccccc1,-3,-0.4,18,-5,5,-5,-4,-8,i
CC(C)Cn1c(SCC(=O)c2c(N)n(C)c(=O)n(C)c2=O)nc2ccccc21,-3,-0.7,-114,1,1,-3,-4,-1,i
C/C(=N\NC(=O)COc1ccc(C(C)(C)C)cc1)c1cc2ccccc2o1,0,0.4,14,1,2,18,-3,-3,i
Cc1noc(C)c1COC(=O)/C=C/c1ccc(Cl)cc1,2,-0.1,1,5,0,10,-3,-1,i
COc1cccc(-c2nc(-c3ccncc3)no2)c1,0,0.7,-17,1,3,1,-7,-2,i
CCCCCCn1c(N2CCC(C)CC2)nc2c1c(=O)[nH]c(=O)n2C,0,0.7,-16,-2,1,7,-2,6,i
Fc1cccc(CO/N=C/c2c(-c3ccccc3)nc3ccc(Cl)cn23)c1,-13,0.5,-9,2,-3,16,-15,-10,i
CCC(C)C(NC(=O)c1ccccc1NC(=O)c1ccco1)C(=O)NNC(=O)c1ccncc1 (stereo not given),-1,0.3,4,0,6,-2,-1,1,i
CCC(O)CC(C(=O)NNc1ccccc1)C(=O)NNc1ccccc1 (stereo not given),0,0.8,2,-4,1,-5,-8,-4,i
CN(CC(=O)N1CCC(C(N)=O)CC1)S(=O)(=O)c1ccc2ccccc2c1,6,-1.1,6,2,-3,-9,-11,-10,i
CC1CC(C)CN(C(=O)c2ccc(S(=O)(=O)N3CC(C)CC(C)C3)cc2)C1 (stereo not given),-9,-0.9,7,5,1,12,-1,-1,i
CC(=O)c1cccc(OCC(=O)Nc2cc(Cl)ccc2-n2cncn2)c1,0,-2.0,-18,5,0,0,15,-4,i
COc1ccc(NC(=O)C(OC(=O)c2cnccn2)c2ccccc2)cc1Cl (stereo not given),1,0.3,-13,-3,1,3,2,-6,i
COc1ccc(-n2cnc3sc4c(c3c2=O)CCCC4)cc1,-4,0.6,-10,-6,-2,-4,-4,-4,i
CCNC(=S)N1CCCC(c2nc3ccc(C)cc3[nH]2)C1 (stereo not given),5,-0.8,-74,3,3,-5,-8,-7,i
